High-throughput results as filed in PubChem.
PERK inhibitor: block of dimerizer-induced PERK translation repression, primary screen, PERK inhibitor project, CHO PERK-DD cells, SEAP luminescence, HTS; inhibition, % at 5.6 µM; CHO PERK-DD fusion, SEAP luminescence translation reporter; 220,000 tested, 0.17% active;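 active means inhibition above the mean inhibition of all tested compounds plus 3 SD, set separately per screening campaign, cut at about 2.9% in these data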;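 further: PERK kinase domain activated by AP20187 dimerizer at 100 nM; 0% = DMSO with dimerizer and 100% = rapamycin at 8.4 µM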
Target sequence (Q9NZJ5 whole entry, looked up, the tested form may be a part): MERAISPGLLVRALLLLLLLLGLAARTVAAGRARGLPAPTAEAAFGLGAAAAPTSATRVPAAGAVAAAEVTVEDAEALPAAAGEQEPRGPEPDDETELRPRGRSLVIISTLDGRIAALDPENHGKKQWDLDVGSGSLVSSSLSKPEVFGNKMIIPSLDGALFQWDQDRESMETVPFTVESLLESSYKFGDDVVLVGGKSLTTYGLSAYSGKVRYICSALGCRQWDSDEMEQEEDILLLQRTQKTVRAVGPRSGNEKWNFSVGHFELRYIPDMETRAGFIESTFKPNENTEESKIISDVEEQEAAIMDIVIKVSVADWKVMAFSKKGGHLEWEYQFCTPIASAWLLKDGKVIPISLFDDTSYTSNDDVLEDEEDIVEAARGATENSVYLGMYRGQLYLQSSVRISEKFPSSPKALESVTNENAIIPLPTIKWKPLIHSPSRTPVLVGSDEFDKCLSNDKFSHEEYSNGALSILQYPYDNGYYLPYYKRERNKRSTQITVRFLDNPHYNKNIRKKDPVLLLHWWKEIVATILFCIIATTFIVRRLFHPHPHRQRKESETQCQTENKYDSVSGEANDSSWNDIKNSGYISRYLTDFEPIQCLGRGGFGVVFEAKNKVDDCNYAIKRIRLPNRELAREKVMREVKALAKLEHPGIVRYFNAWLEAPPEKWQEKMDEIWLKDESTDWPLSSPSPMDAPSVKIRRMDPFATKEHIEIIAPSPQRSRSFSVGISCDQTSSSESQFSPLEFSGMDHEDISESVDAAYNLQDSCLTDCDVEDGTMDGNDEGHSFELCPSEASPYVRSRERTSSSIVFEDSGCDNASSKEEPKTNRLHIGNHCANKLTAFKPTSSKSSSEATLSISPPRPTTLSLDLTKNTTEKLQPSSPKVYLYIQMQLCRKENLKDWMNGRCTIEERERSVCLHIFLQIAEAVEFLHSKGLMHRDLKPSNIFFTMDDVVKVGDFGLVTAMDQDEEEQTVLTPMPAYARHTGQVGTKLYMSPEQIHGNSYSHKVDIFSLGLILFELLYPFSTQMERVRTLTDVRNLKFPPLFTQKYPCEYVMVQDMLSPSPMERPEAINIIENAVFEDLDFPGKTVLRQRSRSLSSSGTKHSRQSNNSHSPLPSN
EBV gp42 block: Epstein-Barr virus gp42 inhibitors, primary screen, biochemical, uHTS, fluorescence polarization; AID 1085, 2008; inhibition, % (tested at 21.74 µM); 220,000 tested, 0.42% active; Fluorescence polarization binding assay, mP read-out; in the data active means inhibition above about 50%
TNF death inh: inhibitors of TNF-alpha triggered necroptosis, primary screen, cell-based, Jurkat FADD-/-, single concentration | activation (protection from cell death), % at 10 µM | Jurkat FADD-/- TNF necroptosis rescue, ATP luminescence, 24 h; 0 = TNF only, 100 = no-TNF cells | 220,000 tested, 0.068% active;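 active means activation, meaning protection from cell death, of at least 50% relative to plate controls; inactive means activation below 50%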;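 further: necroptosis triggered by 40 ng/mL TNF-alpha added together with compound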
Rad51 HR inh: human RAD51 strand exchange inhibitors, primary screen, biochemical, fluorescence; inhibition, % at 10 µM; hRad51 DNA strand exchange, fluorescence dequenching; 200,000 tested, 0.085% active; AID 1385, 2008; DNA repair protein RAD51 homolog 1 (Homo sapiens), Q06609;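 active means inhibition above 40% at the single screening dose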;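 further: 0% = DMSO control wells and 100% = blanks with heterologous ssDNA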
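System: hRad51 filaments on single-stranded DNA; reagent: Fluorescein- and BHQ1-tagged 47-mer duplex; compound dosing: one concentration, 10 µM final; timing: filaments 15 min 37 °C, then compound 30 min; measured by: fluorescein emission 520 nm, excitation 485 nm; benchmarks: per-plate controls and blanks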
MDM2 E3 inh: MDM2-luciferase reporter signal enhancers, primary screen, MDM2 E3 ligase inhibitor project, cell-based, luminescence, 1536-well; AID 1230, 2008; E3 ubiquitin-protein ligase Mdm2 (Homo sapiens), Q00987; cell-based MDM2 ubiquitination luciferase reporter, 2 h; 0 = plate control, 100 = twice control, blank-subtracted; signal enhancement, % at 5 µM; 210,000 tested, 0.11% active;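 active means signal enhancement of 30% or more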;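 further: luminescence tracks abundance of the self-degrading MDM2-luciferase fusion protein; higher signal means inhibition of MDM2 E3 ligase activity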
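Assay system: stable mammalian line carrying autodegrading MDM2–luciferase fusion reporter; amount: 2000 cells seeded into each well; buffer or medium: DMEM; benchmarks: plate control and blank wells; signal: luciferase luminescence; timing: 2 h compound exposure at 37 °C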
eIF4E-4G inh: eIF4E–eIF4G protein interaction inhibitors, primary screen, biochemical, uHTS, TR-FRET, eIF4GI fragment | Eukaryotic translation initiation factor 4E (Mus musculus) + Eukaryotic translation … | TR-FRET eIF4E-eIF4GI(517-606) binding, 2 h | inhibition, % at 21.7 µM | 220,000 tested, 0.37% active | AID 782, 2007;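 active means inhibition above about 30%, limit read from the data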;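 further: 0% = full FRET control wells and 100% = background wells lacking eIF4GI fragment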
KCC2 mod: KCC2 cotransporter modulators, thallium flux, primary screen, cell-based, HEK293 KCC2, FluoZin-2 fluorescence, MLSMR | Solute carrier family 12 member 5 (Homo sapiens), Q9H2X9 | KCC2 cells, thallium flux FluoZin-2 fluorescence | B-score of Tl+ flux slope (higher = more flux/activation; lower = inhibition) at 10 µM | 190,000 tested, 2.2% active | AID 1456, 2008;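 active means thallium flux slope and its plate-corrected score both differing from the plate sample mean at a set confidence after two filtering rounds, in either direction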;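 further: slope of fluorescence scaled to starting intensity during 10 to 20 s after thallium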
m-calpain inh: inhibitors of pig calpain II, primary screen, biochemical, fluorogenic peptide substrate, 1536-well. purified calpain II, 30 min. inhibition, % at 16 µM. 220,000 tested, 0.37% active;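 active means inhibition above about 50%, limit read from the data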
zVAD death inh: inhibitors of zVAD-triggered necroptosis, primary screen, L929 cells. L929 zVAD necroptosis rescue, ATP luminescence, 24 h; with zVAD 60 µM. 220,000 tested, 0.38% active. viability rescue, % at 10 µM;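 active means activation, scaled between plate controls, above about 75%, limit read from the data; inactive means activation under that limit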;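 further: 0% = zVAD with DMSO and 100% = DMSO alone without zVAD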
* = called active by the depositor; . = no result given; & = joins results of further samples; [ ] = dose if it differs, or a comment.

SMILES | PERK inhibitor | EBV gp42 block | TNF death inh | Rad51 HR inh | MDM2 E3 inh | eIF4E-4G inh | KCC2 mod | m-calpain inh | zVAD death inh
Cc1ncc(CN2CCN(Cc3ccccc3)C(CCO)C2)s1 (centres undefined) | 0.9 | -17.1 | 0.5 | . | -23.6 | 25.4 | 0.184 | 13.1 | 0.9
c1ccc(Cn2cnc3ccccc32)cc1 | 1.4 | -19.7 | 0.1 | -2.7 | 2.7 | 3.1 | . | 9.8 | 1.3
S=c1[nH]nc(-c2ccc3ncccc3c2)n1-c1ccc2c(c1)OCCO2 | 0.0 | -16.4 | -3.8 | 20.8 | 0.7 | 11.9 | 0.565 | 18.9 | 4.5
OCCCc1n[nH]c(=S)n1-c1ccccc1 | 1.5 | -26.3 | 1.9 | -5.7 | -18.5 | 1.3 | -0.0759 | 9.4 | 3.2
Cc1ccc(-c2c(C)n([O-])c3c([n+]2=O)CCC3)o1 | 0.8 | -20.2 | -1.5 | -5.7 | -6.3 | -1.3 | -0.0451 | -13.7 | -0.1
COc1ccccc1S(=O)(=O)n1cc(Cc2ccccc2)c(N)n1 | 0.1 | -6.2 | -1.6 | -25.1 | 9.0 | 1.1 | 0.13 | -9.8 | -1.1
CCOC(=O)C1=C(C)N(c2ccc(OC)cc2)C(=O)/C1=C\c1cccs1 | -1.2 | 2.2 | -1.0 | 12.5 | -28.4 | -45.0 | -0.684 | 20.8 | -0.5
O=C1C2C3C=CC(C3)C2C(=O)N1CCCO (centres undefined) | 1.6 | -5.0 | -0.5 | 3.9 | -7.8 | -0.5 | . | -5.2 | -0.2
O=C(NC1(C(F)(F)F)C(=O)Nc2c1c(=O)[nH]c(=O)n2Cc1ccco1)C1CCCCC1 (centres undefined) | -0.3 | 17.2 | 1.0 | 3.3 | -5.2 | -3.7 | . | 34.5 | 0.3
O=C(c1n[nH]c2ccccc12)N1CCN(S(=O)(=O)c2ccc3ccccc3c2)CC1 | 1.0 | -0.8 | 0.0 | -8.0 | -16.2 | 7.9 | -0.936 | -88.1 | -0.4
O=C(Nc1ccc(Cl)c(Cl)c1)Nc1cc(C(=O)N2CCOCC2)ccc1N1CCCCC1 | 0.6 | . | -1.7 | . | . | . | 0.72 | . | -0.8
CCOc1ccc(NC(=O)c2cccc3c2C(=O)N(CCOC)C3)cc1 | -1.1 | -5.1 | 0.5 | 2.3 | 5.1 | 0.0 | 0.0345 | -12.3 | -0.3
COc1ccc(NC(=O)CCN2C(=O)C3C4CCC(C4)C3C2=O)cc1 (centres undefined) | -0.7 | -3.4 | 2.5 | -11.7 | -9.1 | 4.0 | 0.712 | 15.7 | 1.5
O=Cc1ccccc1OCc1nnsc1Cl | 1.0 | -2.7 | -4.4 | 6.7 | 15.2 | 2.0 | -1.58 | -21.2 | -1.2
CN(C(=O)CSc1nnnn1-c1ccccc1)C1CCS(=O)(=O)C1 (centres undefined) | 1.1 | -14.7 | 1.9 | -0.1 | -25.1 | -1.5 | -0.306 | -4.6 | 1.4
COc1ccc(CNc2ncnc3cc(OC)c(OC)cc23)cc1OC | -0.1 | 4.5 | 0.7 | . | 7.8 | -0.5 | 0.592 | 26.4 | -0.7
O=C(CCC(=O)c1cccs1)OCc1nc2ccccc2s1 | 0.2 | -14.4 | -3.5 | 0.5 | -5.9 | 11.3 | . | -2.7 | -0.3
CCOC(=O)c1ccc2nc(C)cc(Nc3cccc(C(=O)O)c3)c2c1 | 1.1 | -15.5 | -0.1 | . | . | 2.3 | . | -16.1 | .
Cc1cccc2cc(COC(=O)C(C)(C)C)c(=O)[nH]c12 | 0.9 | -16.2 | 0.6 | 0.5 | -7.6 | 21.6 | 1.14 | -3.8 | 0.0
COC(=O)c1[nH]c2cc(OC)ccc2c1N | 1.7 | -5.0 | 6.0 | 3.1 | -13.9 | 22.2 | 0.312 | -336.2 | 13.1
Cc1ccc(-n2nc3c(c2NC(=O)/C=C\c2ccc4c(c2)OCO4)CSC3)c(C)c1 | -0.1 | 4.5 | 3.6 | . | . | -1.2 | 0.0721 | -122.0 | .
Cc1ccccc1Nc1c(-c2cccnc2)nc2cccc(C)n12 | 0.0 | -0.9 | -1.2 | 9.0 | -1.5 | -0.8 | -0.882 | 19.6 | 0.0
CCCN(Cc1ccccc1)C(=S)Nc1ccc(SC(F)F)cc1 | 1.4 | 5.0 | 1.7 | -1.6 | -6.8 | 1.1 | 0.699 | 46.1 | 0.1
COc1ccc(N=CC2=C(Nc3ccc(OC)cc3)c3c(C)nn(-c4ccccn4)c3CC2)cc1 | -0.8 | . | -9.5 | -3.6 | . | . | 0.231 | . | 0.6
COc1ccc(/C=C/C(=O)c2ccc(NC(=O)c3cccs3)cc2)cc1OC | -1.4 | -13.0 | -18.9 | -3.7 | 10.3 | -0.5[fluorescence artefact?] | . | -110.8 | 0.1
CCOC(=O)c1c[nH]n(-c2ccccc2)c1=O | 0.4 | -1.4 | 0.4 | . | -12.9 | -1.9 | 1.24 | 0.6 | 0.9
CCCN(CCC)c1nc(N(CCC)CCC)[nH]c(=O)n1 | 0.9 | -0.9 | -1.3 | . | -12.1 | 2.2 | -0.574 | 23.6 | -0.4
CCC(CC)C(=O)Nc1nnc(SCC(=O)N2CCN(c3ccccc3OC)CC2)s1 | -1.8 | -8.3 | -1.8 | -10.7 | -2.2 | -7.4 | -0.586 | 8.9 | -0.2
COCCCN1CCc2[nH]c(=S)[nH]c(=O)c2C1 | 1.2 | -13.3 | 1.0 | -2.1 | -9.5 | 1.5 | 0.00379 | 19.3 | 1.4
COc1cccc(N2CCN(Cc3nc(N)nc(Nc4ccccc4OC)n3)CC2)c1 | -1.6 | 0.5 | -0.1 | -1.2 | -6.8 | 3.1 | -2.67 | -21.2 | -0.1
Cc1ccc(S(=O)(=O)NN2C(=O)c3ccccc3NC2C)cc1 (centres undefined) | 0.0 | -3.6 | 2.4 | 4.5 | 7.8 | 6.0 | 0.494 | -326.6 | 0.1
Cc1c(S(=O)(=O)Nc2cc(Cl)ccc2Cl)c(=O)n(C)c(=O)n1C | 0.8 | -2.2 | -1.0 | -4.3 | -10.9 | -0.2 | 2.35 | -43.6 | 0.2
Cc1ccccc1NC(=O)COC(=O)c1cc(=O)c2ccccc2o1 | 0.2 | -7.9 | 1.9 | -5.9 | -4.4 | 5.6 | 0.266 | -18.2 | 3.1
O=C(CC(C(=O)N1CCc2ccccc21)n1ccnc1)NCc1ccccc1 (centres undefined) | -1.5 | -13.5 | 0.1 | 1.4 | -22.1 | -4.4 | -0.397 | -8.4 | 0.9
CCCC(=O)Nc1nc2c(OC)ccc(OC)c2s1 | 0.2 | -3.1 | 1.8 | -1.3 | -8.5 | 3.8 | . | 6.6 | 6.3
COc1ccc(N(C)C(=O)c2onc3c2CCCC3)cc1 | 0.1 | -4.8 | 7.3 | 6.1 | -7.9 | -35.2 | -1.09 | 16.2 | 1.6
COc1ccc(-n2c(-c3ccc(F)cc3)cnc2SCC(=O)NCc2ccco2)cc1 | -0.3 | -4.2 | -0.3 | 3.1 | -3.1 | 5.0 | . | 29.5 | 0.7
CC(C)(CNC(=O)C1CCCN1C(=O)c1cccs1)N1CCOCC1 (centres undefined) | 0.5 | -12.6 | 0.1 | -5.8 | -7.2 | -3.6 | 0.801 | -12.8 | 0.1
NC(=O)/C(=C/c1ccc2c(c1)OCO2)NC(=O)c1ccco1 | -0.4 | -8.9 | -1.1 | . | -9.8 | 0.3 | 1.52 | 32.0 | 0.7
Cc1ccccc1C(=O)N1CCC(C(=O)Nc2cccc(F)c2)CC1 | 0.6 | -34.2 | 5.4 | 4.9 | 3.8 | -13.7 | . | 8.7 | 11.3
COc1ccc(NCc2nnc(SCC(=O)Nc3ccc(OC)cc3)n2C)cc1 | 1.1 | -14.5 | 0.3 | 1.6 | -1.5 | 1.7 | -0.523 | -10.3 | 1.2
CCCCNC(=O)c1cccc2c(=O)c(C)c(-c3ccccc3)oc12 | 0.0 | -21.4 | -3.2 | -6.7 | -7.4 | 3.9 | -0.121 | -3.1 | 0.3
N#CCSc1nnc(-c2cccnc2)n1-c1ccccc1 | 0.6 | -6.3 | 0.1 | 1.6 | -11.2 | 2.6 | -0.146 | 11.5 | 0.0
N=c1cc(C2(O)CCCCC2)n2c(nc3ccccc32)s1 | -1.2 | -16.7 | -1.2 | 0.7 | . | 3.7 | . | -2.2 | 1.7
O=C(COC(=O)Cc1cn2ccsc2n1)Nc1nc2ccccc2s1 | 0.3 | -5.2 | -1.4 | 4.0 | -14.3 | 0.1 | . | 6.1 | 0.3
O=C1c2ccccc2C(=O)N1CCCc1c[nH]c2ccccc12 | 0.5 | -3.5 | 2.3 | 2.1 | -4.2 | 1.9 | -0.319 | 21.4 | 1.0
COc1ccc(-c2noc(CCC(=O)N3CCN(c4cccc(C(F)(F)F)c4)CC3)n2)cc1 | -0.9 | -14.4 | -0.9 | -1.7 | -24.0 | 10.4 | -0.518 | 10.5 | -0.6
Cc1cccc(C)c1NC(=O)CSc1nnc(-c2ccco2)c(-c2ccco2)n1 | -0.1 | 46.1 | -1.5 | -8.0 | -6.4 | 14.3[fluorescence artefact?] | -0.00115 | -22.0 | 0.1
Nc1nnc(-c2cccnc2)s1 | 0.7&-0.3 | -18.3&-15.8 | -1.5&5.8 | -3.5&4.7 | -3.6&-7.1 | 3.8&1.3 | -0.882&0.368 | -19.1&1.1 | 0.4&0.8
COC(=O)c1ccc(CSc2nnc(-c3ccncc3)o2)o1 | 0.4 | -7.0 | -1.1 | -7.5 | -5.2 | 5.2 | 1.84 | -7.9 | -0.3
COC(=O)c1ccc(CSc2nnc(NC(=O)C3CC(=O)N(c4ccc5c(c4)OCCO5)C3)s2)cc1 (centres undefined) | -0.2 | -19.7 | -0.4 | 14.7 | -6.0 | -0.5 | 0.897 | -63.0 | 0.8
CN(C)c1ccc(C=NCCC2(O)CCOC(C)(C)C2)cc1 (centres undefined) | -0.3 | -10.0 | 0.6 | 2.5 | -12.6 | -0.2 | 2.36 | 4.6 | 0.1
CC1(C)SCC2C(=O)N3C(CSC3(C)C)C(=O)N21 (centres undefined) | -0.1 | -19.9 | 0.5 | 5.6 | 15.5 | -7.3 | . | -56.2 | 0.7
NC(=S)N/N=C/c1c(O)c(Br)cc2oc3c(c12)CCCC3 | 1.6 | -14.1 | -7.3 | 13.9 | -7.9 | 1.7 | . | 4.6 | 0.4

Hits appear at their usual frequency (roughly 3.6% active in at least one column).
